# Bim-Bcl-W: human Bim-Bcl-W interaction inhibition. Q92843. bead-based flow cytometry, Bim peptide-Bcl-W binding. inhibition, % at 10 µM. 0.02% of 190,000 active. AID 952;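 further: 0% = bound tracer without compound and 100% = peptide blocker; higher means less fluorescent Bim peptide bound to Bcl-W beads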
# RGS4-Gao reg: human RGS4-Galphao interaction regulation | P09471 | AID 1415 | Multiplexed bead flow cytometry, RGS4-Galphao binding; actives lie on both sides | 0.33% of 220,000 active | binding response (% of control), % at 10 µM; in the data active means binding response below about 49% or above about 150%; inactive means in between;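 further: fluorescent Galphao activated with aluminum fluoride binding bead-coupled RGS4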
# Avidin fluor: compound fluoresces at 488/530 nm on avidin beads. compound fluorescence 488/530 nm, flow cytometry; hits give high values. fluorescence (KMESF) at 10 µM. 0.38% of 220,000 active. AID 1775; in the data active means fluorescence above about 47; further: inactives centre near 10
# RGS7-Gao reg: modulates binding of RGS7 to human Galphao; Multiplexed bead flow cytometry; actives lie on both sides; binding response (% of control), % at 10 µM; P09471; 0.35% of 220,000 active; AID 1439; in the data active means binding response below about 49% or above about 150%; inconclusive means no clear call, values can overlap the other calls; inactive means in between;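 further: fluorescent Galphao held in activated GDP-AlF4 state binding bead-coupled RGS7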
# Bcl-B Bim block: human Bim-Bcl-B interaction inhibition. 0.073% of 190,000 active. bead-based flow cytometry, Bim peptide-Bcl-B binding. inhibition, % at 10 µM. Q9HD36;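 further: 0% = tracer peptide without compound and 100% = reference inhibitor peptide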
# ABCG2 inh: inhibitors of human ABCG2 transporter, ABCB1 counter-screen; IgMXP3 cells, JC-1 efflux, flow cytometry; 0.1% of 190,000 active; AID 1325; inhibition, % at 6.6 µM; Q9UNQ0;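 active means inhibition above 80%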;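 further: 0% = DMSO and 100% = nicardipine control wells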
#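 Test system: IgMXP3 (ABCG2) plus far-red-tagged CCRF-Adr (ABCB1) cells. Reagent: JC-1 dye as substrate. Timing: 10 min exposure at 25 °C with rotation, no wash. Measured by: flow cytometric JC-1 green MFI at 530 nm. Read-out: percent efflux inhibition, scaled nicardipine 100% to DMSO 0%. Control set: nicardipine and DMSO wells.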
# Bfl-1 Bim block: disrupts Bim binding to human Bfl-1. 0.12% of 190,000 active. Bead-based flow cytometry, Bim-Bfl-1 binding inhibition. inhibition, % at 10 µM;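 further: 0% = wells without compound plus tracer and 100% = blocker peptide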
# ABCB1 inh: inhibitors of human ABCB1 transporter, ABCG2 counter-screen; CCRF-Adr cells, JC-1 efflux, flow cytometry; inhibition, % at 6.6 µM; 0.067% of 190,000 active; AID 1326; in the data active means inhibition above about 40%;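 further: 0% = vehicle and 100% = reference inhibitor; higher value means more JC-1 retained so stronger ABCB1 efflux block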
# Target sequence (P08183 whole entry, looked up): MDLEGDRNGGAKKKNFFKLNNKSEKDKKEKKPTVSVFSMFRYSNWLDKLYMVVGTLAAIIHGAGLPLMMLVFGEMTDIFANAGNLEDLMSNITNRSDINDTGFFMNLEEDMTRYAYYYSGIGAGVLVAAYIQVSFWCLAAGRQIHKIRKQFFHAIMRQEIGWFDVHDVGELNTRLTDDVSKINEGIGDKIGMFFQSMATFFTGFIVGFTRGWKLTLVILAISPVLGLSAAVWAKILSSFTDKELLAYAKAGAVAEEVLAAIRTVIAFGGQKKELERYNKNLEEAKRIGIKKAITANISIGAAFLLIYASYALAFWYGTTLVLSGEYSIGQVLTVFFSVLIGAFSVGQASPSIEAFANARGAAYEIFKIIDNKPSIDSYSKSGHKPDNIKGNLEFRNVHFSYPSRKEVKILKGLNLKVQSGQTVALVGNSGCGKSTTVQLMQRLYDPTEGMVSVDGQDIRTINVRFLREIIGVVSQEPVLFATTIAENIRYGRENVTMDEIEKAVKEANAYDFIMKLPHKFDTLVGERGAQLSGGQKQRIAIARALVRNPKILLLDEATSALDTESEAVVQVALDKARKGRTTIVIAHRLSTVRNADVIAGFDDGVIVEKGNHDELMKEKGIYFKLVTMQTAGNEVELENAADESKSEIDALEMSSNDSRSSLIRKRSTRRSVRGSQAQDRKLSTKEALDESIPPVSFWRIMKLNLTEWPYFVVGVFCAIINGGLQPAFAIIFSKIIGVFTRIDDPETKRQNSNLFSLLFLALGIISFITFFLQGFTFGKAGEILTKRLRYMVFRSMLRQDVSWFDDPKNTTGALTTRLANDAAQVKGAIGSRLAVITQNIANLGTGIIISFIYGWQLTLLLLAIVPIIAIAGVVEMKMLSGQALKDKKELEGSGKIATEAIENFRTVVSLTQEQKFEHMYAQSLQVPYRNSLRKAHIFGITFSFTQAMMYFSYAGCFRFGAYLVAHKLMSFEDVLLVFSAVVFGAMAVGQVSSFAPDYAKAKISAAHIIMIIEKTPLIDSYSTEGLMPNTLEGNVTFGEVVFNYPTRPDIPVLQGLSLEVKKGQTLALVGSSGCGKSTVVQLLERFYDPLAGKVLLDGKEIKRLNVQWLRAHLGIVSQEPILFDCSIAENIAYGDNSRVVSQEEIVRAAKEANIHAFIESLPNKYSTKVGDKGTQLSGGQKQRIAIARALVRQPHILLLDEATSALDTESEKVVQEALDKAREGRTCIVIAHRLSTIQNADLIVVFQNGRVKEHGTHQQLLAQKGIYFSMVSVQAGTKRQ
# Bim-Bcl-2: inhibitors of Bim-Bcl-2 interaction, human; Bead-based flow cytometry, Bim peptide-Bcl-2 binding; inhibition, % at 10 µM; 0.06% of 190,000 active; in the data active means inhibition above about 40%; inconclusive means no clear call, values can overlap the other calls;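 further: 0% = no compound wells with probe peptide and 100% = reference peptide inhibitor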
# Bim-Bcl-XL: human Bim-Bcl-XL interaction inhibition. AID 1007. Q07817. inhibition, % at 10 µM. 0.04% of 190,000 active. Bim peptide-Bcl-XL binding, bead flow cytometry, fluorescence
# GSH fluor: compound fluoresces at 488/530 nm on GSH beads. 0.25% of 190,000 active. GSH beads flow cytometry, compound fluorescence 488/530 nm; hits give high values. AID 1776. fluorescence (KMESF) at 10 µM; in the data active means fluorescence above about 89;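 further: glutathione beads carrying GST-tagged Bcl family fusion proteins plus one bare bead set; values are compound well signal with DMSO vehicle wells as background; inactives centre near 16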
# An asterisk follows results filed as active; ? = inconclusive. Unless noted, no stated cut-off is given here; in the data, active means inhibition above about 40%.
# A first look, eleven compounds:
1) COC(=O)c1ccc(/C=C/C(=O)c2ccc(OC)cc2)cc1
2) Clc1ccc(-c2csc(N3CCSCC3)n2)cc1
3) COc1cc(C(=S)N2CCCC2)ccc1OS(=O)(=O)c1ccc(NC(C)=O)cc1
4) COc1cc(CC(=O)Nc2ccc(S(=O)(=O)NC3=NCCCCC3)cc2)cc(OC)c1OC
5) COc1ccc(NC(=O)N2CCN(c3nc4ccccc4n3C(C)C)CC2)cc1
6) C/C(=N\Nc1cccc2cccnc12)c1ccc(C)cc1
7) CC(NC(=O)Nc1ccccc1)c1ccccc1 (stereo unspecified)
8) CC(C)(C)c1ccc(OCC(=O)OCCNC(=O)c2cccnc2)cc1
9) Cc1cc(-c2ccccc2)n2ncc(-c3ccccc3)c2n1
10) CC1CCCC(=C\c2ccccc2)/C1=N/O (stereo unspecified)
11) O=C(NCC1CCCO1)c1ccc(CSCc2cccc(F)c2)o1 (stereo unspecified)

Screen / compound no.	1	2	3	4	5	6	7	8	9	10	11
Bim-Bcl-W	-1	-1	0	1	-4	0	2	-3	-3	-2	-3
Bcl-B Bim block	-10	-12	-2	3	-11	0	4	-10	-5	-1	-6
RGS7-Gao reg	100	102	99	?	104	?	93	105	99	97	98
RGS4-Gao reg	99	105	97	101	106	96	88	99	100	96	99
Bim-Bcl-XL	-8	-4	-3	0	-4	1	0	-11	-7	0	0
ABCB1 inh	1.0	1.6	-0.2	0.0	1.4	0.5	0.7	1.5	0.1	0.3	0.5
Bfl-1 Bim block	-16	0	-1	-3	-7	-2	0	-18	-14	-1	-6
ABCG2 inh	39	54	0	0	7	10	4	23	6	0	6
GSH fluor	34	6	74	9	17	21	14	34	16	5	15
Avidin fluor	14	14	11	8	11	9	15	12	12	0	13
Bim-Bcl-2	-10	1	-4	0	-2	-2	1	-8	-7	0	-1

# Results, from the start:
1) COC(=O)c1ccc(/C=C/C(=O)c2ccc(OC)cc2)cc1
2) Clc1ccc(-c2csc(N3CCSCC3)n2)cc1
3) COc1cc(C(=S)N2CCCC2)ccc1OS(=O)(=O)c1ccc(NC(C)=O)cc1
4) COc1cc(CC(=O)Nc2ccc(S(=O)(=O)NC3=NCCCCC3)cc2)cc(OC)c1OC
5) COc1ccc(NC(=O)N2CCN(c3nc4ccccc4n3C(C)C)CC2)cc1
6) C/C(=N\Nc1cccc2cccnc12)c1ccc(C)cc1
7) CC(NC(=O)Nc1ccccc1)c1ccccc1 (stereo unspecified)
8) CC(C)(C)c1ccc(OCC(=O)OCCNC(=O)c2cccnc2)cc1
9) Cc1cc(-c2ccccc2)n2ncc(-c3ccccc3)c2n1
10) CC1CCCC(=C\c2ccccc2)/C1=N/O (stereo unspecified)

Screen / compound no.	1	2	3	4	5	6	7	8	9	10
Bim-Bcl-W	-1	-1	0	1	-4	0	2	-3	-3	-2
Bcl-B Bim block	-10	-12	-2	3	-11	0	4	-10	-5	-1
RGS7-Gao reg	100	102	99	?	104	?	93	105	99	97
RGS4-Gao reg	99	105	97	101	106	96	88	99	100	96
Bim-Bcl-XL	-8	-4	-3	0	-4	1	0	-11	-7	0
ABCB1 inh	1.0	1.6	-0.2	0.0	1.4	0.5	0.7	1.5	0.1	0.3
Bfl-1 Bim block	-16	0	-1	-3	-7	-2	0	-18	-14	-1
ABCG2 inh	39	54	0	0	7	10	4	23	6	0
GSH fluor	34	6	74	9	17	21	14	34	16	5
Avidin fluor	14	14	11	8	11	9	15	12	12	0
Bim-Bcl-2	-10	1	-4	0	-2	-2	1	-8	-7	0

# One compound at a time (already shown). Screens in order: Bim-Bcl-W | Bcl-B Bim block | RGS7-Gao reg | RGS4-Gao reg | Bim-Bcl-XL | ABCB1 inh | Bfl-1 Bim block | ABCG2 inh | GSH fluor | Avidin fluor | Bim-Bcl-2
# `CC(C)(C)c1ccc(OCC(=O)OCCNC(=O)c2cccnc2)cc1` reads -3 | -10 | 105 | 99 | -11 | 1.5 | -18 | 23 | 34 | 12 | -8
# `COc1cc(CC(=O)Nc2ccc(S(=O)(=O)NC3=NCCCCC3)cc2)cc(OC)c1OC` reads 1 | 3 | ? | 101 | 0 | 0.0 | -3 | 0 | 9 | 8 | 0

# Continuation.
11) O=C(NCC1CCCO1)c1ccc(CSCc2cccc(F)c2)o1 (stereo unspecified)
12) CCOC(=O)C1(Cc2ccccc2)NC(c2ccccc2F)C2C(=O)N(CC)C(=O)C21 (stereo unspecified)
13) CSc1ccc(NC(=O)N2CC=C(n3c(=O)[nH]c4ccccc43)CC2)cc1
14) CCOc1ccc(N(CCCCO)C(=S)NC(=O)c2ccc(C)c(Br)c2)cc1
15) COC(=O)c1ccc(-n2c(C)cc(C(=O)COC(=O)CNS(=O)(=O)c3ccc(C)cc3)c2C)cc1
16) C/C(=N\NC(=O)CSCc1ccccc1Cl)c1cccc(NC(=O)c2ccccc2)c1
17) O=C(Nc1nccs1)c1ccccc1N=Cc1ccccc1
18) COc1cccc(-n2c(=S)sc3c(=O)n(-c4ccccc4OC)c(SCC4OCCO4)nc32)c1
19) COc1ccc(/C=C/C(=O)C2C(=O)C=C(C)OC2=O)cc1O (stereo unspecified)
20) Cc1ccccc1C1C(C#N)=C2NC(=O)c3c(sc4c3CCCCC4)N2C2=C1C(=O)CC(C)(C)C2 (stereo unspecified)

Screen / compound no.	11	12	13	14	15	16	17	18	19	20
Bim-Bcl-W	-3	-5	-2	-1	1	0	5	-1	-2	-1
Bcl-B Bim block	-6	-5	-9	0	0	-1	0	-4	-9	1
RGS7-Gao reg	98	104	101	100	100	97	101	99	99	88
RGS4-Gao reg	99	107	103	98	101	101	98	99	103	98
Bim-Bcl-XL	0	-2	-3	1	0	2	0	-4	-3	0
ABCB1 inh	0.5	0.9	0.8	0.0	-1.7	0.7	0.0	6.0	-0.8	1.2
Bfl-1 Bim block	-6	0	-2	8	0	2	-5	-3	2	1
ABCG2 inh	6	1	14	1	5	7	1	7	32	0
GSH fluor	15	55	24	23	23	14	21	26	9	12
Avidin fluor	13	3	4	6	17	5	3	10	25	11
Bim-Bcl-2	-1	0	0	2	3	0	0	0	-5	3

21) CCN(Cc1ccccc1)C(=O)CCc1nc(-c2ccc(C)cc2)no1
22) CCC(CC)C(=O)Nc1c2c(nn1-c1ccc(OC)cc1)CS(=O)C2 (stereo unspecified)
23) CCOC(=O)C1=C(C)NC2=C(C(=O)C(C(=O)OCC)C(c3ccccc3OC)C2)C1c1ccccn1 (stereo unspecified)
24) Cc1cc2oc(C(=O)Nc3ccc(S(N)(=O)=O)cc3)c(C)c2cc1Cl
25) O=C(NCCCN1CCCC1)Nc1cccc2ccccc12
26) COC(=O)c1cc2oc(C)cc2n1CC(=O)Nc1ccc(C)c(C)c1
27) CCOC(=O)c1sc(=S)n(-c2ccc(F)c(F)c2)c1N
28) O=C(O)c1cc(Cl)c(Cl)cc1C(=O)Nc1cccnc1
29) O=C(c1ccco1)N(Cc1cccc([N+](=O)[O-])c1)c1ccc(Br)cc1
30) OC(COCc1ccccc1)Cn1cnc2ccccc21 (stereo unspecified)

Screen / compound no.	21	22	23	24	25	26	27	28	29	30
Bim-Bcl-W	-1	0	-1	0	-4	-2	-4	0	1	-3
Bcl-B Bim block	-7	-4	0	-3	-9	-6	-27	3	0	-4
RGS7-Gao reg	97	102	100	98	98	98	117	103	102	99
RGS4-Gao reg	102	103	97	99	92	102	95	101	103	98
Bim-Bcl-XL	-2	-1	-4	0	-4	4	-7	2	0	-3
ABCB1 inh	1.2	0.6	0.2	0.5	2.9	0.1	0.4	-0.2	1.5	0.3
Bfl-1 Bim block	-17	-10	-2	-2	-13	-12	0	5	4	-2
ABCG2 inh	23	1	1	2	7	4	4	0	10	6
GSH fluor	21	24	21	25	27	38	25	10	10	27
Avidin fluor	34	17	10	12	22	12	9	16	9	8
Bim-Bcl-2	-9	-5	-7	-1	-4	-9	-12	1	0	-1

31) COc1ccc(OC)c(C(=O)c2nc3c(n2O)CCCCC3)c1
32) Cc1ccc(-c2nnc(SCC(=O)Nc3ccc(S(=O)(=O)N4CCCCCC4)cc3)o2)cc1
33) CC(=O)Nc1ccccc1OCCOc1ccc(Br)cc1
34) Cn1cc(CNCc2cn[nH]c2-c2ccc(F)cc2)c(-c2ccc3c(c2)OCCO3)n1
35) O=C(c1cc(-c2ccc(Cl)c(Cl)c2)on1)N1CCCC1
36) Oc1ccc(-c2nccc(-c3ccc(Cl)cc3Cl)n2)cc1
37) CN1/C(=C\C(=O)CSc2ncn[nH]2)C(C)(C)c2ccccc21
38) c1coc(CNc2ncnc3sc4c(c23)CCCCC4)c1
39) CC(C)OC(=O)CSc1nc2ccccc2s1
40) CCOC(=O)CC(NC(=O)CCc1c(C)nc2ncnn2c1C)c1ccc(OC(C)C)cc1 (stereo unspecified)

Screen / compound no.	31	32	33	34	35	36	37	38	39	40
Bim-Bcl-W	8	0	0	-2	2	4	-4	1	-1	0
Bcl-B Bim block	0	-4	-3	-7	-7	-5	-6	-5	-7	-3
RGS7-Gao reg	102	101	97	100	96	106	107	105	103	104
RGS4-Gao reg	105	100	102	98	101	100	105	106	104	96
Bim-Bcl-XL	2	-10	-5	-2	-5	0	-6	-3	-8	-3
ABCB1 inh	0.2	0.0	0.7	1.2	-1.5	1.3	3.5	-0.5	0.5	0.8
Bfl-1 Bim block	-5	-8	-4	-5	-14	-6	0	-8	-6	-7
ABCG2 inh	1	0	3	2	-2	17	16	17	2	1
GSH fluor	4	50	25	16	17	25	9	41	27	18
Avidin fluor	5	8	25	12	8	11	2	13	23	7
Bim-Bcl-2	-1	-6	-2	-5	-9	2	-2	-7	-6	-6

41) O=C(NCCCN1CCCC1=O)c1ccc(OCc2ccccc2)cc1
42) CCc1nnc(NS(=O)(=O)c2ccc(N/C=C/C(=O)c3ccc(OC)cc3)cc2)s1
43) O=C(CC(=O)c1ccccc1)Nc1cccnc1
44) Cc1nn(Cc2ccccc2)c(C)c1NC(=O)c1noc2c1CCc1ccccc1-2

Screen / compound no.	41	42	43	44
Bim-Bcl-W	0	1	-4	-3
Bcl-B Bim block	-2	3	-8	-4
RGS7-Gao reg	99	104	96	75
RGS4-Gao reg	101	103	94	94
Bim-Bcl-XL	-1	0	-4	-5
ABCB1 inh	0.0	-0.6	0.1	0.0
Bfl-1 Bim block	-3	7	-7	1
ABCG2 inh	0	-1	4	0
GSH fluor	12	9	10	20
Avidin fluor	17	5	8	4
Bim-Bcl-2	-5	-1	0	0
